Source: PubChem
OX1R antagonist = antagonists of human orexin 1 receptor; O43613; CHO/OX1R cells, Fluo-8 calcium fluorescence, orexin A; inhibition, % at 5 µM; 330,000 tested, 0.43% active; AID 434989;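 active = inhibition above its plate's threshold, mean inhibition of all tested compounds on the plate plus 3 SD, cut at about 37% in these data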;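 also: 0% = orexin A challenge wells and 100% = SB-334867-A antagonist wells; not every result past the cut was called active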
Target sequence (O43613 whole entry, looked up): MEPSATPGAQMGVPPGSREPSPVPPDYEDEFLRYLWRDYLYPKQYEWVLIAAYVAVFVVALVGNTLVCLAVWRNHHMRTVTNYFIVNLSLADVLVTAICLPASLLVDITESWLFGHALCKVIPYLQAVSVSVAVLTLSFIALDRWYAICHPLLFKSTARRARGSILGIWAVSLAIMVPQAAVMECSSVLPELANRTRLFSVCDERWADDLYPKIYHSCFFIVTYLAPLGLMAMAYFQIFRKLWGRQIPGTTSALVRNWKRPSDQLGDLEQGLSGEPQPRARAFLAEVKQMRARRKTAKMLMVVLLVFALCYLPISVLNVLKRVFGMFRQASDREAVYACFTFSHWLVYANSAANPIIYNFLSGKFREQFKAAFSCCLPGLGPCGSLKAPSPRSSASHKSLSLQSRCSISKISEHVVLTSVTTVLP
CHT allo act = allosterically activates the human high affinity choline transporter; Q9GZV3; 310,000 tested, 0.49% active; CHT-expressing cells, membrane potential dye, choline EC20; stronger effect = higher value; LV-AA mutant CHT in HEK293 cells; B-score at 10 µM;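 active = initial fluorescence not abnormally high and integrated response B-score, plate-corrected, over 3 SD above library mean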
Target sequence (Q9GZV3 whole entry, looked up): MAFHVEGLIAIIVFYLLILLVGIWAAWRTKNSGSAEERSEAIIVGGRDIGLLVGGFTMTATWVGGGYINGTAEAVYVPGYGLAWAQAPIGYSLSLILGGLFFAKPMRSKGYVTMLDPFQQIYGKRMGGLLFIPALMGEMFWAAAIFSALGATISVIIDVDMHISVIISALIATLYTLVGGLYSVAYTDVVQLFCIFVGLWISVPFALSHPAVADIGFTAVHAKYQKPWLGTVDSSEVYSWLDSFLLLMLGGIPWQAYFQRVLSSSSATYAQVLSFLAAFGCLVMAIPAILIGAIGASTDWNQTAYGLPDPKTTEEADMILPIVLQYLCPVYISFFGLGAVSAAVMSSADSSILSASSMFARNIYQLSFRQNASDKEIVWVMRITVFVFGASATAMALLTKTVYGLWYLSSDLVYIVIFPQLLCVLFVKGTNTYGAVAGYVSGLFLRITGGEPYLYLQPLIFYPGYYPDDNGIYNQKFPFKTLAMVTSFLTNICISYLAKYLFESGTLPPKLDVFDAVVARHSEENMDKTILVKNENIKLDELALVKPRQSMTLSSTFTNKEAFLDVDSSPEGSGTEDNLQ
The depositor's hits bear a star; i = inactive; . = not tested or not shown.

canonical_smiles | OX1R antagonist | CHT allo act
C/C(Cc1ccccc1)=N/NC(=O)CCCC(=O)N/N=C(/C)Cc1ccccc1 | -14.6 | i
COC(=O)c1cccc(NC(=O)c2ccc(OC)c(Cl)c2)c1 | -23.9 | i
CC(C)(C)C(=O)Nc1ccccc1C(=O)NCCCn1ccnc1 | -36.7 | i
O=C(Cn1c(=O)oc2ccc(Cl)cc21)NC1CCCCC1 | -13.5 | i
CCN1CCN(C(=O)C(=O)c2cn(CC(=O)N3CCCC3)c3ccccc23)CC1 | -5.5 | i
CC(N)C12CC3CC(CC(O)(C3)C1)C2 (configuration not stated) | -4.5 | i
CCC1CCCCN1CCCNC(=O)c1nn(C)c2c1CS(=O)(=O)c1ccccc1-2 (configuration not stated) | -8.8 | i
N#Cc1c(SCC(=O)OCc2ccccc2)nsc1SCC(=O)OCc1ccccc1 | -5.8 | i
COc1cccc(/C=C/c2ccc3cccc(O)c3n2)c1 | -12.1 | i
COc1ccc(CCNC(=O)C(=O)NCc2cccs2)cc1OC | 0.1 | i
CCc1ccccc1NC(=O)CSC1=C(C#N)C(c2ccc(O)c(OC)c2)C2=C(CCCC2=O)N1 (configuration not stated) | -16.7 | i
O=C(CSc1nc2c(sc3ccccc32)c(=O)n1CCO)NCC1CCCO1 (configuration not stated) | -16.8 | i
CCc1ccc(S(=O)(=O)Nc2ccc(C)c(NS(C)(=O)=O)c2)cc1 | -15.3 | i
CCN(C(=O)c1ccc2c(=O)n3c(nc2c1)CCCCC3)c1ccccc1C | -19.1 | i
Cc1cc(OCC(=O)N2CCC(C(=O)O)CC2)c2c(C)c(C)c(=O)oc2c1 | 4.3 | i
O=C(NCCOC(=O)c1ccc([N+](=O)[O-])cc1)c1cccnc1 | -9.2 | i
CN(C)CCOc1ccccc1-c1ccccc1 | -2.5 | i
O=C(Cn1ncc(Cl)c(Cl)c1=O)NC1CCCCC1 | -11.2 | .
CCOC(=O)c1ccc2c(c1)[n+](CC)c(C)n2-c1ccccc1 | -8.6 | i
CN(C(=O)COC(=O)C1CCN(S(=O)(=O)c2c(Cl)cccc2Cl)CC1)C1CCCCC1 | -5.6 | i
CCCCOc1ccc(C(=O)NCCc2ccccc2)cc1 | -14.2 | i
CC(OC(=O)C1CCCC1)C(=O)Nc1ncc(Cl)cc1Cl (configuration not stated) | -16.1 | .
COc1cc(OC)cc(N(C(=O)CNC(=O)c2ccco2)C(C(=O)NCC2CCCO2)c2ccccc2)c1 (configuration not stated) | -22.0 | i
Clc1ccc(-c2ccc(/C=N/Nc3nncc(-c4ccccc4)n3)o2)cc1 | -15.4 | i
Cn1c2c(c(=O)n(C)c1=O)C1c3ccccc3OCC1C(C)(C)O2 (configuration not stated) | -7.9 | i
O=[n+]1cc(-c2ccc(Cl)cc2)n([O-])c2c1CCCCC2 | -19.1 | i
Cc1cc(C)cc(OCC(=O)OCC(=O)N(C)CC(=O)Nc2ccc(F)cc2)c1 | -10.5 | i
CCc1ccccc1N(CC(=O)N1CCCCCC1)S(C)(=O)=O | -6.5 | i
CC(C)(C)c1nc(SCC(=O)NC2CCCC2)c2ccccc2n1 | -28.7 | i
O=C(NC1CS(=O)(=O)CC1NCc1ccco1)c1ccccc1 (configuration not stated) | 0.0 | i
CC(C)(C)C(=O)Nc1ccnn1C1CCN(C(=O)c2ccc(Cl)cc2F)CC1 | -8.2 | i
CC1=NN(c2ccccc2)C(=O)C1=C(C)C | -2.0 | i
COc1ccc(N(CC(O)CN2CCOCC2)S(=O)(=O)c2ccc(C)cc2)cc1 (configuration not stated) | -25.7 | i
COc1cc(/C=N/N(C)C)cc(Br)c1O | -7.3 | i
CC(=NCCN1CCN(C(C)=C2C(=O)c3ccccc3C2=O)CC1)C1=C(O)CC(C)(C)CC1=O | -28.0 | i
O=C(NC1CCCc2ccccc21)C1CCC(CNc2c(N3CCOCC3)c(=O)c2=O)CC1 (configuration not stated) | -19.4 | i
COc1cc(NC(=O)c2cccs2)c(C(=O)OCC(=O)NC(=O)NCc2ccccc2)cc1OC | -31.6 | i
COc1cccc(CNC(=O)CCNC(=O)C2CCN(S(=O)(=O)c3ccc(F)cc3)CC2)c1 | -6.1 | i
N#Cc1cn(CC(=O)NCCc2c[nH]c3ccccc23)c2ccccc12 | -0.7 | i
CC(C)OC(=O)CSc1nc(N)c(C#N)c(-c2cccs2)c1C#N | 2.4 | i
CCc1nc(-c2ccc(OC)c(OC)c2)cc2cc(OC)c(OC)cc12 | -14.7 | i
N#Cc1cnn2c(C(F)(F)F)c3c(nc12)CCCC3 | -15.8 | i
CS(=O)(=O)N(CCc1ccccc1)CC(=O)NCc1cccnc1 | -1.3 | i
CCOc1ccc(CNC(=O)C(CC)n2nc(C)n3c(cc4occc43)c2=O)cc1OC (configuration not stated) | 3.5 | i
CCOC(=O)c1nnn(-c2nonc2N)c1CN1CCCCCC1 | -10.3 | i
COC(=O)C1CCN(C(=O)C2CCN(C(=O)[C@H](C)NS(=O)(=O)c3ccc(C)cc3)CC2)CC1 | -20.1 | i
COc1ccc(NC(=O)COC(=O)Cc2ccc(Br)cc2)cc1 | -13.5 | i
O=C(NCCOc1ccccc1)C1CCCCC1 | -9.5 | i
CCC(=O)c1ccc(OCC(O)CNCCc2ccc(Cl)cc2)cc1 (configuration not stated) | -23.2 | i
COc1cc(C)c(NC(=O)COc2ccc3c(c2)OCO3)cc1C | -12.0 | i
Cc1ccc(-c2noc(C3CCCN(S(=O)(=O)c4ccc(S(=O)(=O)N(C)C)cc4)C3)n2)o1 (configuration not stated) | -16.5 | i
CCCCn1cnc2c(oc3nc4c(cc32)CCCC4)c1=O | -12.0 | i
Cc1ccc(-n2nnc3c(=O)n(CC(=O)N4CCC(C)CC4)cnc32)cc1 | -5.0 | i
COc1ccc(CCNC(=O)COC(=O)c2ccc(C)s2)cc1OC | -5.4 | .
Cc1onc(-c2ccccc2)c1C(=O)NNC(=O)c1ccccc1 | -9.1 | .
Cc1ccc(S(=O)(=O)N2CCOCC2)cc1C(=O)OCC(=O)NCCc1ccccc1 | -35.2 | .
c1ccc(-c2nnc3sc(-c4csc5c4CCCC5)nn23)cc1 | -18.2 | i
COc1ccc(N2CCN(C(CNC(=O)C(=O)NCCCn3ccnc3)c3ccco3)CC2)cc1 (configuration not stated) | -17.5 | i
O=C(NC1C2CC3CC(C2)CC1C3)C1CC1 (configuration not stated) | -0.4 | i
Cc1cc(C(=O)NN=C2CCCCCCC2)c2ccccc2n1 | -14.4 | i

Carrying on.
canonical_smiles | OX1R antagonist | CHT allo act
COc1ccc(CNC(=S)Nc2cccc(F)c2)cc1 | -4.2 | i
CCn1c(=S)sc2c(=O)n(CC(=O)Nc3ccccc3)c(C)nc21 | -22.4 | i
CC(OC(=O)c1cc2sccc2n1C)C(=O)NCc1ccc2c(c1)OCO2 (configuration not stated) | 3.2 | i
CNC(=S)N1N=C(c2ccc(C)cc2)CC1c1ccc(OC)cc1 (configuration not stated) | -9.1 | i
COc1ccccc1-n1c(-c2cn(C)nc2C)n[nH]c1=S | 1.2 | i
COc1ccc(C2Nc3ccc(Br)cc3C(c3ccccc3)N2CC(=O)O)cc1 (configuration not stated) | -2.1 | i
COc1ccc(C)cc1S(=O)(=O)Nc1cccc(-c2ccc(N3CCCCCC3)nn2)c1 | -37.6 | i
COc1cc(C(=O)c2ccccc2Cl)c([N+](=O)[O-])cc1OC | -1.9 | i
Cc1ccc(NC(=O)CSc2n[nH]c(C)c2[N+](=O)[O-])cc1C | 18.9 | i
COc1cccc(N2CCN(C(=O)c3[nH]c(C)c(C(C)=O)c3C)CC2)c1 | -13.4 | i
Cc1cc(C)c2cc(C(c3nnnn3C3CCCC3)N3CCOCC3)c(=O)[nH]c2c1 (configuration not stated) | 5.3 | i
O=C(O)c1ccc(-n2cccc2/C=C2/NC(=O)N(c3ccccc3)C2=O)cc1 | -24.0 | i
CCN(CC(=O)Nc1ccc2c(c1)OCCO2)C(=O)COc1ccc(C)cc1 | -20.9 | i
COc1ccc(OC)c(/C=N/NC(=O)c2ccc(Cn3cc([N+](=O)[O-])cn3)o2)c1 | -31.1 | i
COC(=O)CN1C(=O)[C@H]2[C@@H](/C=C/c3ccccc3)N3C(=O)CN(CCO)C(=O)[C@@]3(Cc3ccccc3)[C@H]2C1=O | -12.7 | i
CCOC(=O)c1oc2ccccc2c1NC(=O)COC | -20.0 | i
CCN(CC)c1ccc(C=O)c(OC)c1 | -14.9 | i
CC1CCCCC1NC(=O)COC(=O)c1cc(=O)[nH]c2ccccc12 (configuration not stated) | -19.6 | .
CCOC(=O)Cn1c(=NC(=O)c2sc3ccccc3c2Cl)sc2cc(S(N)(=O)=O)ccc21 | -0.3 | i
COc1cc(C2C(C#N)=C(N)N(c3cccnc3)C3=C2C(=O)CCC3)ccc1O (configuration not stated) | 11.6 | i
O=C1CC(c2ccc(Cl)cc2)CC(O)=C1C=NCc1ccc(Cl)c(Cl)c1 (configuration not stated) | -10.1 | i
O=[N+]([O-])c1cccc(S(=O)(=O)N2CN(c3ccc(Br)cc3)c3nc4ccccc4nc32)c1 | -5.0 | .
O=C(Nc1ccccc1Cl)c1cc[n+]([O-])cc1 | -0.9 | i
CCn1cc(Br)c(C(=O)N2CCN(c3ccccc3)CC2)n1 | -7.7 | i
Cc1cc(/C=N/NC(=O)c2cc3ccccc3o2)c(C)n1C | -17.5 | i
C=CCOc1ccc(/C=C/C(=O)Nc2ccc(C(=O)NC)cc2)cc1 | -12.1 | i
Cn1cc(CN2CCCCC2c2ccccn2)c(-c2ccc3c(c2)OCCO3)n1 (configuration not stated) | -10.5 | i
CCOC(=O)C1CCN(c2c(NCc3ccc(C(=O)Nc4ccc(C)cc4)cc3)c(=O)c2=O)CC1 | -11.7 | i
Cc1cccc(-n2c(SCC(=O)N3CCN(c4ccccn4)CC3)nnc2N2CCOCC2)c1 | -7.4 | .
Cc1cc(CN(C)C(=O)CC2C(=O)NCCN2CC(c2ccccc2)c2ccccc2)on1 (configuration not stated) | -45.1 | i
O=C1C=C(Nc2cccc(O)c2)CC(c2ccco2)C1 (configuration not stated) | -11.8 | i
CCOCc1nnc(NC(=O)CSc2ccccc2)s1 | -17.9 | i
Cc1cccc(NC(=O)Cn2c(/C=C/c3ccccc3)nc3ccccc32)c1 | -12.2 | i
CN1CCOC(=O)/C1=N/Nc1cc(Cl)ccc1Cl | -7.8 | i
Cc1ccccc1C(=O)NNC(=O)CSc1nnc(-c2ccncc2)n1-c1ccccc1 | -18.1 | i
O=C1CCCN1CCCNS(=O)(=O)c1ccc(F)c(F)c1 | -3.5 | i
CC(Cc1ccccc1)N/C=C1\CC(=O)NC1=O (configuration not stated) | -4.0 | i
Cc1cc(OCC(=O)Nc2cccc(S(=O)(=O)N3CCCCC3)c2)ccc1Cl | 36.1 | .
O=S(=O)(c1ccc2oc(=S)[nH]c2c1)N1CCCCC1 | 6.7 | i
O=C1C(=Cc2cccn2-c2ccccc2)C(=O)c2ccccc21 | -14.9 | i
O=C(/C=C/c1cccc([N+](=O)[O-])c1)NC1CC2CCC1C2 (configuration not stated) | -19.2 | i
CCCCc1ccc(-c2ccc(C)cc2O)nc1 | -11.4 | i
CCCCNc1nc(N)ncc1[N+](=O)[O-] | -26.9 | i
Cc1noc(C)c1NC(=O)N(C)C[C@H]1Oc2c(NC(=O)Nc3ccccc3)cccc2C(=O)N([C@H](C)CO)C[C@@H]1C | -15.4 | .
CC(C)(C)c1nnc(NC(=O)C2CC(=O)N(CCc3ccc(F)cc3)C2)s1 (configuration not stated) | -6.9 | i

Among those listed so far, 7 contain fluorine:
canonical_smiles | OX1R antagonist | CHT allo act
Cc1cc(C)cc(OCC(=O)OCC(=O)N(C)CC(=O)Nc2ccc(F)cc2)c1 | -10.5 | i
CC(C)(C)C(=O)Nc1ccnn1C1CCN(C(=O)c2ccc(Cl)cc2F)CC1 | -8.2 | i
COc1cccc(CNC(=O)CCNC(=O)C2CCN(S(=O)(=O)c3ccc(F)cc3)CC2)c1 | -6.1 | i
N#Cc1cnn2c(C(F)(F)F)c3c(nc12)CCCC3 | -15.8 | i
COc1ccc(CNC(=S)Nc2cccc(F)c2)cc1 | -4.2 | i
O=C1CCCN1CCCNS(=O)(=O)c1ccc(F)c(F)c1 | -3.5 | i
CC(C)(C)c1nnc(NC(=O)C2CC(=O)N(CCc3ccc(F)cc3)C2)s1 (configuration not stated) | -6.9 | i

The list continues:
canonical_smiles | OX1R antagonist | CHT allo act
CC(C)C(=O)Nc1ccc(NC(=O)c2cccnc2)cn1 | -13.6 | i
Cc1c(NC(=O)CSc2nnnn2Cc2ccccc2)c(=O)n(-c2ccccc2)n1C | -24.1 | i
CCN(CC)S(=O)(=O)c1ccc2c(c1)NC(=O)C1CCCN21 (configuration not stated) | -15.3 | i
COc1cccc(C2NC(=O)NC(C)=C2C(=O)OCCSC)c1OC (configuration not stated) | -10.1 | i
COC(=O)[C@H](CC(C)C)NC(=O)Nc1ccc(F)cc1 | -14.0 | i
Cc1cccc(NS(=O)(=O)c2ccc(C(=O)NCC3(N4CCCCC4)CCCCC3)cc2)c1C | -21.2 | i
O=C(CN(Cc1cccs1)C(=O)CSc1nnc(COc2ccccc2)o1)NC1CCCCC1 | -36.4 | i

5 compounds drawn at random from those above, as already listed:
canonical_smiles | OX1R antagonist | CHT allo act
O=C(CN(Cc1cccs1)C(=O)CSc1nnc(COc2ccccc2)o1)NC1CCCCC1 | -36.4 | i
COC(=O)[C@H](CC(C)C)NC(=O)Nc1ccc(F)cc1 | -14.0 | i
Cc1cccc(NS(=O)(=O)c2ccc(C(=O)NCC3(N4CCCCC4)CCCCC3)cc2)c1C | -21.2 | i
CC(C)C(=O)Nc1ccc(NC(=O)c2cccnc2)cn1 | -13.6 | i
COc1cccc(C2NC(=O)NC(C)=C2C(=O)OCCSC)c1OC (configuration not stated) | -10.1 | i

An unsorted share of the library; any-hit rate near 0.83%.
